# Bioassay records (PubChem)
# SRC3 TRFRET art: counter-screen for PPARgamma SRC-3 recruitment agonists: TR-FRET artefact. PPARgamma/SRC-3 format; hits give high values. TR-FRET ratio at 8 µM. actives 0.39% (n = 99,000). AID 1048; in the data active means TR-FRET ratio above about 2000; further: inactives centre near 1600; reference of the scale not given here
# SRC1 TRFRET art: TR-FRET artefact, counter-screen to PPARgamma/SRC-1 agonist assay; TR-FRET detection artefact counter-screen, emission ratio; hits give high values; actives 0.34% (n = 99,000); AID 1051; TR-FRET ratio at 8 µM; in the data active means TR-FRET ratio above about 2300; further: inactives centre near 1800; reference of the scale not given here
# Numbers without * were called inactive. These rows are one share of the data; the hit share may differ from the screen's.
# Screens in order: SRC1 TRFRET art | SRC3 TRFRET art
COc1ccccc1/C=N/NC(=O)CCn1cnc2ccccc21
→ 1843 | 1606
O=[N+]([O-])c1cc(S(=O)(=O)N2CCCCC2)ccc1NCCCN1CCOCC1
→ 1713 | 1554
Cc1cccc2cc(CNCc3ccccc3)c(Cl)nc12
→ 1706 | 1638
O=c1c(O[C@@H]2O[C@H](CO)[C@H](O)[C@H](O)[C@H]2O)c(-c2ccc(O)c(O)c2)oc2cc(O)cc(O)c12
→ 1735 | 1513
O=C(c1cccc(Cl)c1)N1CCC(c2nc3ccccc3[nH]2)CC1
→ 1832 | 1588
O=C(O)CSc1c(O)c2ccccc2[nH]c1=O
→ 1562 | 1334
Fc1ccccc1-n1c(-c2ccc3ccccc3n2)n[nH]c1=S
→ 1926 | 1421
CCOc1cc(C(=O)NCC(=O)N/N=C/c2sccc2C)cc(OCC)c1OCC
→ 1872 | 1515
Cc1ccc(NC(=S)N(Cc2cccc(Br)c2)CC2CCC(C(=O)O)CC2)cc1Cl (stereo unspecified)
→ 1899 | 1559
O=C(Nc1nc(-c2cc3ccccc3oc2=O)cs1)c1ccco1
→ 2265 | 1639

# New compounds follow
# Screens in order: SRC1 TRFRET art | SRC3 TRFRET art
CC(NC(=O)C(C)(C)C)c1nc2ccccc2n1C (stereo unspecified)
→ 1809 | 1706
O=C1CCCN1CCCNc1ncnc2sccc12
→ 2040 | 1681
CC(C)c1ccc(-n2c(-c3ccccc3)c[n+]3c2CCc2ccccc2-3)cc1
→ 1608 | 1578
Nc1cccc(C(=O)OCC(=O)Nc2cccc3c2C(=O)c2ccccc2C3=O)c1
→ 1959 | 1645
CN(Cc1c(O)ccc2c1oc(=O)c1ccccc12)C1CCCCC1
→ 2080 | 1991
COc1ccccc1Nc1nnc(SCC(=O)Nc2nc(-c3ccc(F)cc3)cs2)s1
→ 2001 | 1882
COc1cccc(C(=O)Nc2cccc(OCC(=O)c3ccccc3)c2)c1
→ 1946 | 1718
C/C(=C\C(=S)Nc1ccccc1)Nc1ccccc1
→ 1713 | 1624
CCC(C)(C)C(=O)Nc1cccc(Cl)c1C
→ 1866 | 1661
CCOC(=O)Cn1nc(C)c(NC(=O)COc2ccc(F)cc2F)c1C
→ 1958 | 1582

# The results go on:
# Screens in order: SRC1 TRFRET art | SRC3 TRFRET art
O=C(N/C(=C/c1cn(-c2ccccc2)nc1-c1ccccc1)C(=O)N1CCOCC1)c1ccccc1
→ 1889 | 1734
CCN(c1ccc(NC(=O)CCNC(=O)c2ccco2)cc1)C(C)C
→ 1867 | 1705
CCn1c2ccccc2c2nc3cc(C(=O)O)ccc3nc21
→ 1751 | 1686
COc1ccc(-n2c(SCC(=O)N3CCCC3)nc3ccccc3c2=O)cc1
→ 1762 | 1650
Cc1cc(CNC(=O)C(C)n2cc([N+](=O)[O-])cn2)c2ccccc2n1 (stereo unspecified)
→ 1524 | 1680
CN1CCN(c2ccc(S(=O)(=O)N3CCCCC3)cc2NC(=O)c2ccc(C#N)cc2)CC1
→ 1682 | 1555
COc1ccc2c(c1OC)C(=O)N(c1ccc(O)cc1)C2=O
→ 1963 | 1817
COc1ccccc1NC(=O)c1ccc(NC(=O)CSc2ncccn2)cc1
→ 1764 | 1373
CCOc1ccccc1NC(=O)COC(=O)CNS(=O)(=O)c1ccc(C)cc1
→ 1681 | 1399
O=Cc1ccc(OCc2cccc(C(F)(F)F)c2)cc1O
→ 1698 | 1545

# New compounds follow:
# Screens in order: SRC1 TRFRET art | SRC3 TRFRET art
Cc1ccc(SCCNC(=O)c2ccc(CN3CCOCC3)cc2)cc1
→ 1693 | 1548
CCOc1ccc(C(=O)NC(=S)NCc2cccnc2)cc1[N+](=O)[O-]
→ 1738 | 1587
CN(C)CC(C)(C)CNC(=S)Nc1cc(S(=O)(=O)N2CCOCC2)ccc1Cl
→ 1614 | 1407
Cn1cc(/C=N\O)nc2c(=O)n(-c3ccccc3)c(=O)nc1-2
→ 1956 | 1693
CC(NC(=O)CC1Nc2ccccc2NC1=O)c1ccccc1 (stereo unspecified)
→ 1854 | 1409
S=C(NCCCN1CCOCC1)N1CCN(c2nc(-c3ccccc3)cs2)CC1
→ 1513 | 1720
Cc1cc(C)n(-c2nc3ccccc3nc2Nc2ccc3c(c2)OCO3)n1
→ 1860 | 1481
CC(C)(C)NC(=O)Cn1c(=O)n(CC(=O)NC(C)(C)C)c2ccccc21
→ 1947 | 1745
COc1ccc(NC(=O)COc2ccc(C)cc2)c([N+](=O)[O-])c1
→ 1632 | 1504
CC(c1ccccc1)C(Cc1nc2ccccc2[nH]1)c1nc2ccccc2[nH]1 (stereo unspecified)
→ 1622 | 1186

# Going on with the list.
# Screens in order: SRC1 TRFRET art | SRC3 TRFRET art
CC(C)Nc1c([N+](=O)[O-])c(=O)oc2ccccc12
→ 1975 | 1615
COc1ccc(N2CCN(C(=O)CN=C3NS(=O)(=O)C(c4ccc(C)cc4)=C3C)CC2)cc1
→ 1703 | 1584
NC(=O)C1CCN(C(=O)CSc2ccsc2[N+](=O)[O-])CC1
→ 1835 | 1498
CCOC(=O)c1ccc(NC(=S)N2CCCC2)cc1
→ 1791 | 1577
COc1ccc(NC(=O)Cc2c(Cl)cccc2Cl)cn1
→ 1965 | 1386
Cc1ccc(C)n1Cc1ccccc1Cl
→ 1613 | 1357
Cc1cc(C)cc(NC(=O)C2(c3cccs3)CCOCC2)c1
→ 1755 | 1551
Cc1ccc(NC2=C(NCCO)C(=O)c3ccccc3C2=O)cc1
→ 1799 | 1651
O=C(c1cnn(C(=O)c2ccc(O)cc2)c1)c1ccccc1O
→ 1766 | 1762
Nc1nc(SCC(=O)Nc2ccc([N+](=O)[O-])cc2Br)n[nH]1
→ 1790 | 1603

# Next part.
# Screens in order: SRC1 TRFRET art | SRC3 TRFRET art
COc1ccc(/C=N/NC(=S)Nc2cc(S(=O)(=O)N3CCOCC3)ccc2N2CCOCC2)cc1O
→ 1662 | 1657
O=C(C1CCCN(S(=O)(=O)c2ccc(F)cc2)C1)N(Cc1cccs1)C1CC1 (stereo unspecified)
→ 2408* | 1816
Cn1c(-c2ccc(F)cc2)cnc1SCC(=O)NNC(=O)Cc1ccccc1
→ 1956 | 1628
CC(NC(=O)CSC1=NCCS1)c1ccccc1 (stereo unspecified)
→ 1952 | 1663
CCCc1nc(SCC(=O)Nc2ccc(S(=O)(=O)N(C)C)cc2)c2ccccc2n1
→ 1728 | 1665
Cc1ccc(C)c(CSC2=NCCN2C(=O)Cc2ccc([N+](=O)[O-])cc2)c1
→ 1812 | 1477
CCOc1ccc(-n2c(SCc3cc(=O)oc4cc(C)c(C(C)C)cc34)nnc2-c2cccnc2)cc1
→ 1799 | 1580
COc1ccc(Cl)cc1-c1nc(SCC(=O)NC(C)C)n[nH]1
→ 1597 | 1808
Cc1ccc(-c2[nH]ncc2/C=N/n2c(COc3ccccc3)nc3ccccc3c2=O)cc1
→ 2038 | 1853
CCc1ccc(OC)c(-c2csc(N)n2)c1
→ 1820 | 1644

# The list continues.
# Screens in order: SRC1 TRFRET art | SRC3 TRFRET art
COc1ccc2c(c1)CCc1cn3ncc(C#N)c3nc1-2
→ 1676 | 1555
CCOc1cc(C(=O)Nc2cc(C)ccc2OC)ccc1OCC(=O)N1CCCCC1
→ 1944 | 1734
COc1ccc2oc(=Nc3ccccc3)c(-c3nc4ccccc4[nH]3)cc2c1
→ 1816 | 1562
COc1ccc(NC(=O)CSc2nnc(CCC(=O)O)c(=O)n2N)cc1
→ 1816 | 2044
O=S(=O)(c1ccc(NC(=S)NC2CCCC2)cc1)N1CCCC1
→ 1829 | 1695
O=C(NCc1ccncc1)c1cc(C(=O)C2CC2)c[nH]1
→ 1976 | 1536
CC(C)C(C)(C#N)NC(=O)CSc1nc2scc(-c3ccccc3)c2c(=O)[nH]1 (stereo unspecified)
→ 1676 | 1564
CN(C)S(=O)(=O)c1ccc(NC(=S)NC(=O)Cc2ccccc2)cc1
→ 1713 | 1660
Cc1cc2nc(C)c3c(n2n1)CCC3
→ 2117 | 1504
CCOC(=O)c1n[nH]c(=O)c2ccccc12
→ 1713 | 1319

# The list continues.
# Screens in order: SRC1 TRFRET art | SRC3 TRFRET art
CNS(=O)(=O)c1cccc(C(=O)OCC(=O)N(Cc2ccccc2)C(C)(C)C)c1
→ 1849 | 1476
O=c1c(-c2ccc(Br)cc2)[n+]([O-])c2ccccc2n1OCc1ccccn1
→ 1925 | 1641
O=[N+]([O-])c1ccc(N/N=C/c2cccc(O)c2O)c(S(=O)(=O)N2CCOCC2)c1
→ 2080 | 1686
CCCCCSc1nnc(-c2ccccc2N)c(=O)[nH]1
→ 1729 | 1496
Cc1ccc2cccnc2c1N
→ 2012 | 1803
CCOC(=O)c1sc(-c2cccs2)nc1C
→ 1776 | 1643
Cc1nnc(SCC(=O)N2CCCC2)n(N)c1=O
→ 1642 | 1586
COc1cc(NC(=S)NCCc2ccccc2)c(OC)cc1NC(=O)CC(C)C
→ 1848 | 1720
Cc1cnc(C(=O)OCC(=O)NC2CCCCCC2)cn1
→ 1679 | 1644
FC(F)(F)c1nnc2ccc(NCc3cccnc3)nn12
→ 1832 | 1546

# Remaining list, next part
# Screens in order: SRC1 TRFRET art | SRC3 TRFRET art
CCN(CC)c1ccc(NC(=O)C(C)C)cc1
→ 1641 | 1773
Cc1ccc(CSCc2ccc(C(=O)NCCCN3CCOCC3)o2)cc1
→ 1662 | 1612
CC(=O)NS(=O)(=O)c1ccc(NC(=O)/C=C/c2cn(-c3ccccc3)nc2-c2ccccc2)cc1
→ 1934 | 1659
CCNC(=S)NNC(=O)c1ccccn1
→ 2001 | 1770
CCCOCn1cc(F)c(=O)[nH]c1=O
→ 1705 | 1477
O=C(N/N=C/c1ccc(Br)s1)c1c[nH]c2ccccc12
→ 2014 | 1526
CC1=C(C(=O)OC(C)C)C(c2cn(-c3ccccc3)nc2-c2cccs2)NC(=O)N1 (stereo unspecified)
→ 1825 | 1776
COc1ccc(N(CC(=O)NCc2ccccc2)S(C)(=O)=O)cc1
→ 1692 | 1576
CCCCCNC(=O)C1CC(=O)OC12CCCCC2 (stereo unspecified)
→ 1736 | 1723
CCC(=O)Nc1nnc(-c2cccs2)s1
→ 1837 | 1576

# (cont.)
# Screens in order: SRC1 TRFRET art | SRC3 TRFRET art
CCOc1ccc(CSC(=N)N)cc1
→ 1689 | 1693
CCc1cccc(Nc2c([N+](=O)[O-])cc(C(=O)N3CC(=O)Nc4ccccc43)cc2[N+](=O)[O-])c1
→ 1878 | 1518
COc1ccc([N+](=O)[O-])cc1NC(=O)COC(=O)c1ccccc1C(=O)c1ccccc1
→ 1685 | 1429
O=C(NNC(=O)c1cc(-c2ccccc2)n(-c2ccccc2)n1)c1cccc([N+](=O)[O-])c1
→ 1756 | 1536
COCC(=O)Nc1nc(-c2ccccc2)c(C)s1
→ 1663 | 1568
Cn1c(NCCN2CCCCC2)cc(=O)n(C)c1=O
→ 1750 | 1266
CC(=O)Oc1ccc(N(C(C)=O)S(=O)(=O)c2ccc(C)c([N+](=O)[O-])c2)cc1
→ 1476 | 1383
Cc1cc(C)c(NC(=S)N(CCN(C)C)Cc2cccs2)c(C)c1
→ 1999 | 1636
O=C(C1=C[C@@H](c2csc3ccccc23)C[C@@H](OCc2ccc(CO)cc2)O1)N1CCN(Cc2ccccc2)CC1
→ 1935 | 1539
Cc1nnc(SCc2nnc(-c3ccccc3)o2)n(N)c1=O
→ 1639 | 1423

# Going on with the list.
# Screens in order: SRC1 TRFRET art | SRC3 TRFRET art
Cc1ccc(CSc2nnc(SCC(=O)N/N=C/c3c(C)nn(-c4ccccc4)c3C)s2)cc1
→ 1673 | 1321
C/C(=N\Nc1ccc([N+](=O)[O-])cc1[N+](=O)[O-])C(C)C(C)C (stereo unspecified)
→ 1787 | 1794
CCOc1cc(NC(=O)c2cnccn2)c(OCC)cc1NC(=O)c1cccc(F)c1
→ 1736 | 1572
CN1CCN(CC(=O)Nc2cccc([N+](=O)[O-])c2)CC1
→ 1672 | 1573
Cc1ccc(N2CC(O)=C(c3nc4ccccc4c(=O)[nH]3)C2=N)cc1C
→ 1934 | 1491
CNS(=O)(=O)c1ccc(NC(=S)Nc2ccc3c(c2)OCO3)cc1
→ 1692 | 1564
COc1ccc(C2=NN(CCC(=O)NCc3cccs3)C(=O)CC2)cc1
→ 1980 | 1787
O=C(O)CC(NCc1ccco1)C(=O)OCCCl (stereo unspecified)
→ 1468 | 1620
O=C(Nc1ccc(F)cc1)c1cc(Cl)sc1Cl
→ 2049 | 1683
CCNc1nc(NCC)nc(N(n2cnnc2)S(=O)(=O)c2ccc(C)cc2)n1
→ 1602 | 1411

# (listing goes on)
# Screens in order: SRC1 TRFRET art | SRC3 TRFRET art
CC1CCCCN1CCNC(=O)Cn1nc(-c2ccccc2)ccc1=O (stereo unspecified)
→ 1758 | 1615
O=C1CC(N2CCC(c3nc4ccccc4o3)CC2)C(=O)N1c1ccc(F)cc1 (stereo unspecified)
→ 1367 | 1560
CCOC(=O)C1(CCOC)CCN(C(=O)c2sccc2C)CC1
→ 1417 | 1598
CC1=C(C(=O)OCCNC(=O)c2ccccc2O)C(c2ccccc2[N+](=O)[O-])C(C(=O)OCC2CCCO2)=C(C)N1 (stereo unspecified)
→ 1736 | 1470
COc1ccc(/C=C/C(=O)C23CC4CC(CC(C4)C2)C3)cc1CN1CCOCC1
→ 1813 | 1578
CCNc1nc(NCC)nc(Oc2ccc(OCc3ccccc3)nn2)n1
→ 1936 | 1657
CCOc1ccc(/C(C)=N/N2C(=O)C(CC(=O)Nc3ccc(OC)cc3[N+](=O)[O-])SC2=Nc2cccc(C)c2C)cc1 (stereo unspecified)
→ 1627 | 1577
Cc1ccc(Nc2nc(N)nc(CSC(=S)N3CCOCC3)n2)c(C)c1
→ 1770 | 1473
CC(C)CCn1c(O)c(N=NC(=O)Cn2ccc(C(F)(F)F)n2)c2ccccc21
→ 1838 | 1441
Cc1ccccc1-c1nc(CN(C)C(C)c2ccon2)c(C)o1 (stereo unspecified)
→ 1595 | 1576
COc1ccc(CCc2nnc(CCC(=O)N(C)Cc3ccncc3C)o2)cc1
→ 1651 | 1675
CN1CC2(C)OC(=O)C(Cl)=C2CC1c1ccccc1 (stereo unspecified)
→ 1802 | 1398
NC(=O)c1c(NC(=O)C2CCCO2)sc2c1CCCC2 (stereo unspecified)
→ 1876 | 1542
